From PubChem BioAssay
RGS4 act = potentiators or activators of RGS4 | 310,000 compounds, 0.92% hits | HEK293 M3R/inducible RGS4, carbachol calcium flux Fluo4; stronger effect = lower value | B-score at 10 µM | AID 463111;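 active = B-score of the integrated calcium signal more than 4 SD below the library mean, with starting fluorescence not abnormally high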;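 also: negative B-score means reduced calcium response which marks RGS4 activation or potentiation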
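test system = HEK293 cells with stable M3R and inducible RGS4 | schedule = recording 10 s baseline at 1 Hz, 100 s post-agonist | technique = Fluo4-AM (2 µM) calcium-flux fluorescence, kinetic read | measure = Agonist-evoked peak-minus-minimum fluorescence over baseline, integrated ratio, B score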
hERG rescue = shields human hERG channel from block by proarrhythmic agents; Q12809; CHO-hERG, FluxOR thallium flux, dofetilide IC70 present; activation (rescue from dofetilide block), less the hit threshold, % at 10 µM; 310,000 compounds, 0.51% hits; AID 1511;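 active = activation above the mean of controls blocked by dofetilide plus 5 SD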;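 also: thallium influx through hERG after potassium depolarization seen as dye fluorescence rise; in these data hits start at about 4.7%; inactives centre near -7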
GSK3A inh = blocks human GSK-3 alpha kinase; AID 2650; 320,000 compounds, 0.1% hits; P49840; ADP-Glo luminescence, 60 min; inhibition, % at 10 µM;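 in the data active = inhibition above about 50%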;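 also: GST-tagged GSK-3 alpha with peptide substrate and 25 µM ATP; 0% = DMSO neutral wells and 100% = GW8510 positive control wells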
Dyrk1A ADPGlo = blocks rat Dyrk1A kinase activity | 310,000 compounds, 0.43% hits | AID 504441 | ADP-Glo luminescence, NFATc1 peptide | inhibition, % at 12.5 µM; in the data active = inhibition above about 50%;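 also: plate controls were vehicle with enzyme for no effect and no enzyme for full effect; many of its hits are not listed in these tables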
KCNQ1 inh = blocks the human KCNQ1 potassium channel | P51787 | CHO-K1 KCNQ1, FluxOR thallium flux fluorescence; stronger effect = higher value | 310,000 compounds, 1.3% hits | B-score at 10 µM | AID 2642;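 active = compounds whose thallium flux B-score, printed positive for inhibition, exceeds three library SD while starting fluorescence stays within three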;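 also: channel opened by potassium depolarization with thallium stimulus after 20 min compound exposure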
GSK3B inh = human GSK3beta kinase inhibition; 300,000 compounds, 0.038% hits; P49841; GST-GSK3beta kinase, ADP-Glo luminescence, 60 min; stronger effect = lower value; AID 2097; activity score (negative = inhibition), % at 10 µM;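 active = more than half of replicate wells score below -50%, meaning over 50% inhibition versus plate controls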;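 also: 0% = median DMSO wells and -100% = median GW8510 positive control wells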
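Test system – GST-tagged human GSK3beta kinase, cell-free · Incubation – 60 min enzyme reaction, room temperature · Signal – ADP-Glo luminescence · Also added – peptide substrate and ATP at 25 µM · Controls – DMSO neutral wells and GW8510 at 20 µM as positive · Buffer or medium – Tris/MgCl2 kinase buffer · Measure – Luminescence-derived activity versus plate DMSO and GW8510 wells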
KCNK9 inh = blocks the human KCNK9 two-pore domain potassium channel; B-score at 10 µM; 310,000 compounds, 1.2% hits; HEK293 KCNK9, FluxOR thallium flux fluorescence; stronger effect = lower value;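 active = ratio B-score over 3 SD below the library mean, with starting fluorescence within 5 SD of its mean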;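 also: negative B-score means less thallium flux so channel inhibition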
Target sequence (Q9NPC2 whole entry, looked up, the tested form may be a part): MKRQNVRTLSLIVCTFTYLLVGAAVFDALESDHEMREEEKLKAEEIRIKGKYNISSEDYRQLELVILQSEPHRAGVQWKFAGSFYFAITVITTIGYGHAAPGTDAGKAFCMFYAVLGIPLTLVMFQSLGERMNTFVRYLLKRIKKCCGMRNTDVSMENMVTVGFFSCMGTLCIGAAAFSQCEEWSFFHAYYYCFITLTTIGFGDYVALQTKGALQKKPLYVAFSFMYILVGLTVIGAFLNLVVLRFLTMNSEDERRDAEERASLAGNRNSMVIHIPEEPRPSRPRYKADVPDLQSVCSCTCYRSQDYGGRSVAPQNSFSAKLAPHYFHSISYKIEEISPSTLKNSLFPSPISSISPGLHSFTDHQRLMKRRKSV
RGS4 block = inhibitors of human RGS4. AID 463165. 310,000 compounds, 0.45% hits. HEK293 M3R/RGS4 inducible, Fluo-4 calcium flux; stronger effect = higher value; triggered by carbachol at its EC20. B-score at 10 µM. P49798;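 active = B-score, a plate-corrected calcium signal, over three deviations above library mean, with baseline fluorescence within five deviations of library mean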;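 also: RGS4 expression induced by doxycycline in cells with stable M3 receptor; B-score is computed from the integrated fluorescence ratio over baseline after carbachol; higher B-score means a larger calcium signal and so more RGS4 inhibition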
Target sequence (P49798 whole entry, looked up): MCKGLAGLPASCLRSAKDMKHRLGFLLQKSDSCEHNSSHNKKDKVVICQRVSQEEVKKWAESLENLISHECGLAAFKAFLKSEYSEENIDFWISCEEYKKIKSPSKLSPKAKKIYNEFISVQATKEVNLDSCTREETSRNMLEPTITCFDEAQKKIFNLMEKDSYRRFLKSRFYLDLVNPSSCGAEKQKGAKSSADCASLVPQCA
PolyA inhibitor = blocks polyadenylation in yeast reporter cells. S. cerevisiae SKY197-pL101 polyadenylation reporter, beta-gal luminescence; efflux-impaired pdr1/pdr3 knockout yeast; score 100 = 6 SD above DMSO. calls only at 12 µM. 300,000 compounds, 0.02% hits;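 active = lowest replicate activity score at least 50, where 100 means six control SD above control mean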;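 also: yeast exposed to compound for 9 h at 30 °C; higher score means more reporter readthrough which indicates perturbed polyadenylation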
KCNK3 block = human KCNK3 channel inhibition, primary screen. B-score at 10 µM. CHO-KCNK3 thallium flux, FluxOR fluorescence; stronger effect = lower value. AID 602410. 340,000 compounds, 0.84% hits. O14649;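 active = B-score under library mean minus 4 SD, starting fluorescence ratio at most library mean plus 5 SD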;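 also: more negative B-score means stronger inhibition of thallium flux through KCNK3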
Target sequence (O14649 whole entry, looked up): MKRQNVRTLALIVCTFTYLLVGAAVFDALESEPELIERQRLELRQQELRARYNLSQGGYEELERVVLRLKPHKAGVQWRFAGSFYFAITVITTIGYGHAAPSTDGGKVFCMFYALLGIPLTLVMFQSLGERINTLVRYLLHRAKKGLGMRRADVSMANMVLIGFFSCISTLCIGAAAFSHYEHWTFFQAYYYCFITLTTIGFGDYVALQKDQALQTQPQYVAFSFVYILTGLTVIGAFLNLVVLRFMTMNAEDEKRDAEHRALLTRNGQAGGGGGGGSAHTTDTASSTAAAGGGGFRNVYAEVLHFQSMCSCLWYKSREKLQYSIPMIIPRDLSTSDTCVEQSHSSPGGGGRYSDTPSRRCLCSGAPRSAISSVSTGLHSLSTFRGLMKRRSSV
KCNQ1 pot = human KCNQ1 channel potentiation or activation; AID 2648; B-score at 10 µM; CHO-K1 KCNQ1, thallium flux FluxOR fluorescence; stronger effect = higher value; 310,000 compounds, 0.35% hits;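 active = fluorescence ratio B-score, a plate-corrected score, at least three library SD, with initial intensity B-score within 5 SD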
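System: Stable KCNQ1 CHO-K1 line | Incubation: 90 min dye loading and 20 min compound exposure, both at room temperature | Measure: Ratio B score | Medium: Assay buffer for compound exposure, DMSO matched across wells | Compound dosing: Single-concentration screen | Probe or stimulus: K+/Tl+ depolarizing stimulus | Measured by: Kinetic FluxOR fluorescence, 10 s baseline plus 110 s post-stimulus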
Active calls of the source: *; i = inactive; . = no result given. Some of the compounds tested; rates above refer to the full screens.

SMILES | RGS4 act | hERG rescue | GSK3A inh | Dyrk1A ADPGlo | KCNQ1 inh | GSK3B inh | KCNK9 inh | RGS4 block | PolyA inhibitor | KCNK3 block | KCNQ1 pot
O=C(NCc1ccccc1)Nc1cccn(Cc2cccc(F)c2)c1=O | i | -1 | -1 | -2 | i | 1 | i | i | i | i | i
Cn1c(=O)[nH]c(=O)c2c1nc(N1CCCCC1)n2CCSc1nc2ccccc2o1 | i | -9 | 0 | 1 | i | 0 | i | i | i | i | i
COc1ccc(C(=O)Nn2c(C)nc3ccccc3c2=O)cc1 | i | -7 | -3 | -1 | i | 2 | i | i | i | i | i
COc1ccc(-n2cc3ccc([N+](=O)[O-])cc3n2)cc1 | i | 2 | -2 | -5 | i | 0 | i | i | i | i | i
CCN(CC)c1ccc(NC(=O)CSc2nc3ccccc3c(=O)n2-c2cc(S(=O)(=O)N(C)C)ccc2C)cc1 | i | -13 | -1 | -2 | i | -1 | i | i | i | i | i
CCC(C)(C)NC(=O)CN(C(=O)CCC(=O)Nc1nccs1)c1ccc(C)cc1 | i | -2 | 0 | -2 | i | 2 | i | i | i | i | i
COc1ccc(CNC(=O)c2cc3cc(OC)ccc3oc2=O)cc1 | i | -4 | -3 | 2 | i | 0 | i | i | i | i | i
CC(C)n1c(N2CCN(CC(=O)NCc3cccs3)CC2)nc2ccccc21 | i | -19 | 1 | -4 | i | 1 | i | i | i | i | i
O=C(CSc1nc2ccccc2c(=O)n1CC1CCCO1)NCC1CCCO1 (configuration not stated) | i | -12 | -2 | -5 | i | 1 | i | i | i | i | i
CC(C)CC(=O)NC(=S)Nc1ccccn1 | i | -7 | -3 | -6 | i | 0 | i | i | i | i | i
O=C(c1cccnc1)N1CCC(Oc2ccc(C(=O)N3CCCC(O)C3)cc2)CC1 (configuration not stated) | i | -3 | 2 | 2 | i | 1 | i | i | i | i | i
COc1ccc(NC(=O)/C=C/c2ccc(Br)o2)cn1 | i | -2 | 1 | -2 | i | 1 | i | i | i | i | i
Cc1ccc(C(=O)C(=S)N2CCOCC2)cc1 | i | -8 | -4 | 2 | i | 6 | i | i | i | i | i
Clc1cccc2sc(N3CCCCC3)nc12 | i | -9 | . | -1 | i | 1 | i | i | i | i | i
CCn1c(SCC(=O)Nc2ccccc2C(=O)OC)nnc1-c1ccc(N)cc1 | i | -7 | 0 | -5 | i | 3 | i | i | i | i | i
Cc1ccc(CSc2nc3c(c(N(C)C)n2)CCCC3)cc1 | i | -4 | . | 0 | i | -1 | i | i | i | -8.9* | i
CCN1CCN(C(c2cccnc2)c2cc(Cl)c3cccnc3c2O)CC1 (configuration not stated) | i | -12 | -6 | -3 | i | 2 | i | i | i | i | i
O=C(c1cnn2c(C(F)F)cc(-c3ccccc3)nc12)N1CCN(Cc2ccc3c(c2)OCO3)CC1 | i | -12 | -2 | 8 | i | 1 | i | i | i | i | i
CCOc1cccc(CN2CCCC(C(=O)c3cccc(C(F)(F)F)c3)C2)c1O (configuration not stated) | i | -29 | -3 | 1 | i | 2 | i | i | i | i | i
Cc1occc1C(=O)N/N=C/C=C/c1ccccc1 | i | -9 | 2 | -1 | i | -1 | i | i | i | i | i
CCn1c(C)c(C(C)=O)c(N2CCC(C(N)=O)CC2)nc1=S | i | -3 | 0 | -1 | i | 3 | i | i | i | i | i
CC(C)(C)C(=O)N1CCN(c2ccc(Cl)cc2[N+](=O)[O-])CC1 | i | -7 | . | 0 | i | -1 | i | i | i | i | i
CC(=O)Oc1cccc(N2C(=O)C3CC=CCC3C2=O)c1 (configuration not stated) | i | -2 | -1 | -5 | i | 0 | i | i | i | i | i
CCN(CC)CCN1c2ccccc2Sc2ccccc21 | -7.1* | -7 | -1 | 4 | i | 1 | i | i | i | i | i
COc1cc(C2C(C(=O)/C=C/c3ccccc3)=C(O)C(=O)N2c2ccccn2)ccc1O (configuration not stated) | i | -5 | -1 | 7 | i | 5 | i | i | i | i | i
Cc1cc(C(=O)Nc2ccccc2C(=O)O)ccc1NC(=O)COc1cccc(C)c1C | i | -11 | 2 | -13 | i | -3 | i | i | i | i | i
Cc1ccc(-n2c(C)cc(/C=N\NC(=O)CC(=O)NC(C)C)c2C)cc1 | i | -2 | -1 | -2 | i | 0 | i | i | i | i | i
O=C(O)C1CCN(c2ccc(Cl)nn2)CC1 | i | -1 | -1 | -44 | i | 2 | i | i | i | i | i
CN1C(=O)C2(OCC(CO)([N+](=O)[O-])CO2)c2ccccc21 (configuration not stated) | i | -8 | -1 | 3 | i | -3 | i | i | i | i | i
CCOc1ccc2nc(N3CCCC(C(=O)NCCCN4C(C)CCCC4C)C3)sc2c1 (configuration not stated) | i | -14 | 0 | 3 | i | -2 | i | i | i | i | i

Some of these compounds in order of SMILES length, largest number first:
SMILES | RGS4 act | hERG rescue | GSK3A inh | Dyrk1A ADPGlo | KCNQ1 inh | GSK3B inh | KCNK9 inh | RGS4 block | PolyA inhibitor | KCNK3 block | KCNQ1 pot
CCN(CC)c1ccc(NC(=O)CSc2nc3ccccc3c(=O)n2-c2cc(S(=O)(=O)N(C)C)ccc2C)cc1 | i | -13 | -1 | -2 | i | -1 | i | i | i | i | i
CCN1CCN(C(c2cccnc2)c2cc(Cl)c3cccnc3c2O)CC1 (configuration not stated) | i | -12 | -6 | -3 | i | 2 | i | i | i | i | i
CCn1c(C)c(C(C)=O)c(N2CCC(C(N)=O)CC2)nc1=S | i | -3 | 0 | -1 | i | 3 | i | i | i | i | i

(further entries)
SMILES | RGS4 act | hERG rescue | GSK3A inh | Dyrk1A ADPGlo | KCNQ1 inh | GSK3B inh | KCNK9 inh | RGS4 block | PolyA inhibitor | KCNK3 block | KCNQ1 pot
CN(CC1CCCN(CCc2ccc(Cl)cc2)C1)C(=O)CC(F)(F)F (configuration not stated) | i | -5 | -8 | -1 | i | 1 | i | i | i | i | i
CC(C)CO/C(=N/S(=O)(=O)c1ccccc1)c1ccccc1 | i | -12 | 7 | 2 | i | 2 | i | i | i | i | i
CCOCCCNC(=O)C1CCCN(S(=O)(=O)c2cccc3nsnc23)C1 (configuration not stated) | i | -7 | 0 | 8 | i | 0 | i | i | i | i | i
COc1ccc(Cl)cc1NC(=O)c1nnn(CC(=O)Nc2cc(C)cc(C)c2)c1N | i | -9 | 0 | -3 | i | 1 | i | i | i | i | i
O=C(CSc1ncc(-c2ccc(F)cc2)n1Cc1ccco1)Nc1ccc2c(c1)OCO2 | i | -11 | -1 | -4 | i | 2 | i | i | i | i | i
CCc1ccc(-c2cc(C(=O)N/N=C/c3ccccn3)[nH]n2)cc1 | i | -6 | 1 | 1 | i | 0 | i | i | i | i | i
Cc1ccc(S(=O)(=O)N2CCC(C(=O)NNC(=O)c3ccccc3O)CC2)cc1C | i | -9 | -3 | 3 | i | 0 | i | i | i | i | i
Cc1ccc(NC(=O)c2ccc(Cl)nc2)cc1 | i | -12 | -1 | 9 | i | 0 | i | i | i | i | i
Cc1cc(-c2nnc(SCCC(=O)Nc3ccccc3)o2)no1 | i | -1 | -1 | -10 | i | 5 | i | i | i | i | i
O=C(O)c1ccccc1NC(c1ccccc1)c1ccc(Cl)cc1 (configuration not stated) | i | -7 | -6 | -7 | i | 6 | i | i | i | i | i
COc1ccc(OC)c(/C=N/NC(=O)C(=O)N2CCCCCC2)c1 | i | -9 | 3 | -3 | i | -4 | i | i | i | i | i
COc1cccc(C(=O)N2CCN(C(=O)C3COc4ccccc4O3)CC2)c1 (configuration not stated) | i | -6 | -1 | -5 | i | -1 | i | i | i | i | i
ON1C2CCCCC2N(O)C1c1ccccc1C(F)(F)F (configuration not stated) | i | -10 | -1 | 5 | i | 1 | i | i | i | i | i
CC(C)(C)[C@H]1C=C(C(=O)NCc2nc3ccccc3[nH]2)O[C@@H](OCCCCO)C1 | i | -12 | -1 | -11 | i | -4 | i | i | i | i | i
O=C(NCc1cccnc1)Nc1ccc(Cl)cc1Cl | i | -10 | 0 | 7 | i | -1 | i | i | i | i | i
COC(=O)C(CCSC)NC(=O)/C=C/c1ccc(OC)cc1 (configuration not stated) | i | -14 | 0 | -7 | i | 1 | i | i | i | i | i
COc1ccc(C(=O)NC(=S)Nc2ccccc2N2CCCCC2)cc1[N+](=O)[O-] | i | -8 | 1 | -1 | i | -1 | i | i | i | i | i
CC(=O)c1ccc(NC(=O)c2noc3c2CCCCC3)cc1 | i | -9 | -2 | -5 | i | 2 | i | i | i | i | i
COc1ccc(C(=O)N(C)C2CCCCC2)cc1OC1CCN(C(C)C)CC1 | i | -6 | 1 | 19 | i | 0 | i | i | i | i | i

Entries of single compounds, looked up by structure. Values in the order: RGS4 act, hERG rescue, GSK3A inh, Dyrk1A ADPGlo, KCNQ1 inh, GSK3B inh, KCNK9 inh, RGS4 block, PolyA inhibitor, KCNK3 block, KCNQ1 pot
COc1ccc(C(=O)N(C)C2CCCCC2)cc1OC1CCN(C(C)C)CC1 in the list: i, -6, 1, 19, i, 0, i, i, i, i, i
COc1ccc(C(=O)NC(=S)Nc2ccccc2N2CCCCC2)cc1[N+](=O)[O-] in the list: i, -8, 1, -1, i, -1, i, i, i, i, i
COC(=O)C(CCSC)NC(=O)/C=C/c1ccc(OC)cc1 (configuration not stated) in the list: i, -14, 0, -7, i, 1, i, i, i, i, i
CC(=O)c1ccc(NC(=O)c2noc3c2CCCCC3)cc1 in the list: i, -9, -2, -5, i, 2, i, i, i, i, i

A second format for 2 compounds above.
Each structure is followed by: RGS4 act	hERG rescue	GSK3A inh	Dyrk1A ADPGlo	KCNQ1 inh	GSK3B inh	KCNK9 inh	RGS4 block	PolyA inhibitor	KCNK3 block	KCNQ1 pot
CC(C)CO/C(=N/S(=O)(=O)c1ccccc1)c1ccccc1
  i	-12	7	2	i	2	i	i	i	i	i
COc1ccc(-n2cc3ccc([N+](=O)[O-])cc3n2)cc1
  i	2	-2	-5	i	0	i	i	i	i	i
